DNA FID counter: fluorescent intercalator displacement, NS3 helicase counter-screen; DNA fluorescent intercalator displacement, fluorescence; hit rate 0.17% among 290,000; inhibition, % at 7.9 µM; in the data active = inhibition above about 37%;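 note: 0% = vehicle and 100% = reference compound; higher means more ethidium bromide displaced from hairpin DNA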
IDE inh: inhibits human insulin-degrading enzyme in HEK cells. P14735. FAbetaB cleavage, fluorescence polarization. inhibition, % at 5.59 µM. hit rate 0.41% among 320,000;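 active = percent inhibition above the average of all tested compounds plus 3 SD, set per screening campaign, cut at about 16% in these data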;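 note: IDE supplied by intact live HEK cells; FP after avidin binding of uncleaved biotin substrate so inhibition keeps polarization high; 0% = DMSO wells and 100% = 60 µM reference IDE inhibitor Ii1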
IDE act: IDE (human) activation, cell-based | HEK cells, FAbeta-B cleavage, fluorescence polarization; 0% vehicle, 100% cell-free pure enzyme wells | activation, % at 5.96 µM | hit rate 0.073% among 340,000;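 active = activation above the mean of all tested compounds plus 3 SD, set per screening campaign, cut at about 17% in these data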
IMP-1 inhibitor: blocks Pseudomonas aeruginosa IMP-1 metallo-beta-lactamase | purified IMP-1, nitrocefin hydrolysis, epi-absorbance fluorescence | hit rate 0.45% among 290,000 | inhibition, % at 5.6 µM;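 active = inhibition above the mean plus 3 SD of all compounds in the same screening run, cut at about 4.5% in these data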;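 note: 0% = IMP-1 with DMSO and 100% = DMSO wells lacking enzyme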
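assay system = purified recombinant IMP-1 metallo-beta-lactamase enzyme | schedule = 15 min preincubation plus 25 min reaction at 25 °C | signal = Epi-absorbance fluorescence, 480 nm excitation, 530 nm emission | read-out basis = percent inhibition from optical density relative to buffer-blank wells | controls = IMP-1 with DMSO as 0%, enzyme-free DMSO as 100%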
p-CIP stab down: p/CIP protein destabilization; Q05BA5; hit rate 0.01% among 290,000; F442A p/CIP-EGFP cells, EGFP fluorescence, 16 h; decrease of EGFP signal, % at 10 µM;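 active = EGFP signal decrease of at least 30% at 10 µM or well 3 SD below plate mean, unless failing retest; inactive = the rest, including hits failing retest or dose response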; note: some compounds called inactive have numbers as strong as hits; many of its hits are not listed in these tables
Target sequence (Q05BA5 1-1403): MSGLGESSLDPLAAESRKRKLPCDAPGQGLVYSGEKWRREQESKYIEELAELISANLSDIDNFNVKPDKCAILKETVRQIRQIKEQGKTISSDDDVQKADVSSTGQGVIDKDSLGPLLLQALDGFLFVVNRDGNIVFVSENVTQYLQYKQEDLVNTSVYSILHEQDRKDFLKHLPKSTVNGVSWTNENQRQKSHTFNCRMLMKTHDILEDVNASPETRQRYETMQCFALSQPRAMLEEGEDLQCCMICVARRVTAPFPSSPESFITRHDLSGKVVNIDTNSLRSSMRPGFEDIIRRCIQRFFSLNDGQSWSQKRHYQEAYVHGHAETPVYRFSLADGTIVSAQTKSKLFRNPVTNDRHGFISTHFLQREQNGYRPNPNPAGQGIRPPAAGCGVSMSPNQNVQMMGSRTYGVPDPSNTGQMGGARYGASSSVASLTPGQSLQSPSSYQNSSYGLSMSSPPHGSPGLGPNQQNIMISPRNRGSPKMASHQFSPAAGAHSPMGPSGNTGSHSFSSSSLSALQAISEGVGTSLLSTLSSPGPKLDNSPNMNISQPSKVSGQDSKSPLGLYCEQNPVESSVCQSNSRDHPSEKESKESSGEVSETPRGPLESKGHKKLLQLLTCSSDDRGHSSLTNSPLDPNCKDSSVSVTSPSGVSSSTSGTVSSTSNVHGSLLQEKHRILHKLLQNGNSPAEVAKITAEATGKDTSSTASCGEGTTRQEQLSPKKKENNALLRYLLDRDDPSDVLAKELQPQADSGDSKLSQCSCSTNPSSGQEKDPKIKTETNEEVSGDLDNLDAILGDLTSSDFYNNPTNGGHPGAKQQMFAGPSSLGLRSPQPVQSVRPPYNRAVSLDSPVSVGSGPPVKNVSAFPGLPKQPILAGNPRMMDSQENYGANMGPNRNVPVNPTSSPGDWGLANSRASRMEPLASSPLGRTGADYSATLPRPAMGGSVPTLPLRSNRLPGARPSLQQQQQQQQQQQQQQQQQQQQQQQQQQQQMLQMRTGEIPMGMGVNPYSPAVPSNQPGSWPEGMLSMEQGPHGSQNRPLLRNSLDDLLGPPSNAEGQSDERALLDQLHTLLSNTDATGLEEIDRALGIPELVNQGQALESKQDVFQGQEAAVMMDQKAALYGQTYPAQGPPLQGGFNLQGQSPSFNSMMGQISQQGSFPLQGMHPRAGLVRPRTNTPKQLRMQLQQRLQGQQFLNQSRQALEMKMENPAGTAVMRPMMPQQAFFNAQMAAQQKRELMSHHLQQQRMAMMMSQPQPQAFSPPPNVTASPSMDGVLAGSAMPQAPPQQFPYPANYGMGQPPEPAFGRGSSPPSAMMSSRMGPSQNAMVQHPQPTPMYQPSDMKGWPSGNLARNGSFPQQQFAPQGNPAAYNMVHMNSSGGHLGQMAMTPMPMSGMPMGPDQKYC
HCV NS3 hel inh: blocks Hepatitis C virus NS3 helicase unwinding | NS3 helicase DNA unwinding, Cy5 molecular beacon fluorescence | inhibition, % at 10.9 µM | hit rate 0.56% among 290,000 | AID 1800;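 active = inhibition above the mean of all tested compounds plus 3 SD, set per campaign, cut at about 35% in these data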;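 note: 0% = DMSO wells and 100% = thioflavine S control wells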
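Control set: DMSO versus 110 µM thioflavine S; Material: NS3 helicase fragment of HCV; Measured by: Cy5 fluorescence at 0 and 60 min, beacon hairpin quenching; Read-out basis: percent inhibition from t60/t0 fluorescence ratio; Times: reaction time 60 min, 25 °C; Repeats: single replicate; Compound dosing: single dose, 10.9 µM nominal final, DMSO 0.8% final.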
SUMO HTRF inh: blocks human SUMOylation mediated by UBC9. HTRF SUMOylation assay, SAE1/SAE2 + UBC9, in vitro. inhibition, % at 35 µM. hit rate 0.36% among 290,000. AID 2006; in the data active = inhibition above about 50%, passing the limit was not always enough; note: strong numbers were not always called active
VIM-2 inhibitor: blocks Pseudomonas aeruginosa VIM-2 metallo-beta-lactamase | purified VIM-2, nitrocefin hydrolysis, epi-absorbance fluorescence | inhibition, % at 5.6 µM | hit rate 0.89% among 290,000;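 active = inhibition above the mean of all tested compounds plus 3 SD, cutoff set per screening run, cut at about 7.5% in these data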;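 note: red hydrolysis product quenches plate fluorescence so inhibitors raise well fluorescence; 0% = enzyme with DMSO and 100% = DMSO without enzyme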
M18AAP inhibitor: PfM18AAP enzyme inhibition; recombinant PfM18AAP, H-Glu-NHMec fluorogenic cleavage; hit rate 1.2% among 290,000; AID 1822; inhibition, % at 7.35 µM;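 active = inhibition above the campaign mean inhibition over all tested compounds plus 3 SD, cut at about 28% in these data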;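 note: 0% = plate median of test compound wells and 100% = 2 mM ZnCl2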
* marks the source's active call; other numbers are inactive results; . = not tested or not shown. This is a subset; the hit share may differ from the screen's.

SMILES	DNA FID counter	IDE inh	IDE act	IMP-1 inhibitor	p-CIP stab down	HCV NS3 hel inh	SUMO HTRF inh	VIM-2 inhibitor	M18AAP inhibitor
C(#CCN1CCOCC1)COC/C=C/c1ccccc1	-2	3	5	-1.6	-2	-3	-15	-1.6	31*
COc1cc(CN2CCCC(C(=O)c3sccc3C)C2)cc(OC)c1O (stereo not given)	-3	-6	2	-3.4	-6	-6	7	1.0	7
CC1(C)CC(n2[nH]c(=O)c3c2NC(=O)CSC3c2ccc(F)cc2)CCO1 (stereo not given)	-4	4	16	-2.0	5	12	0	-0.2	5
CCOP(=O)(OCC)C(NC(C)=O)C(Cl)(Cl)Cl (stereo not given)	3	3	5	4.4	13	-4	10	-1.3	0
Cc1cccc(CN2CCCC(C(=O)c3ccc4c(c3)OCO4)C2)n1 (stereo not given)	0	3	3	-3.0	-11	5	4	-4.5	2
O=C1NC(=O)N(Cc2ccco2)C(=O)/C1=C\c1cccn1CCOc1ccccc1	-19	3	-2	-3.5	-3	31	24	-2.8	14
CCN(CC)S(=O)(=O)c1ccc(C)c(NCC(=O)Nc2ccc(C#N)c(Cl)c2)c1	-2	1	3	-5.0	-15	-15	-16	-1.8	3
CCC(C#N)(CC)P(=S)(c1ccccc1)c1ccccc1	-6	8	2	-4.2	-8	5	-9	-7.6	4
CC(C)OCCCNC(=O)c1c(N)n(Cc2cccs2)c2nc3ccccc3nc12	-18	-8	8	-2.2	14	-8	26	-3.9	7
O=C(c1cc2ccccc2oc1=O)N1CCC2(CC1)OCCO2	-8	4	8	-3.5	1	13	-11	-2.5	-9
C=CCn1c(O)c(C=NCCN2CCNCC2)c(=O)[nH]c1=O	-6	-3	7	-3.2	-6	9	19	0.9	-17
CNC(=O)c1cccn(Cc2ccc(C(F)(F)F)cc2)c1=O	2	2	2	-2.5	0	13	3	-1.8	-8
COC(=O)C(O)(c1ccc(N(C)C(=O)COc2ccccc2)cc1)C(F)(F)F (stereo not given)	-10	5	-2	-0.2	-9	9	-23	-2.1	-4
COc1ccc(CN2CCCC(C(=O)c3ccc(Cl)cc3)C2)c(OC)c1 (stereo not given)	8	-8	0	-2.0	-16	-37	21	-0.4	-8
O=c1c2ccccc2nc(N2CCCC2)n1-c1ccccc1	-6	-1	6	0.3	-8	-5	17	0.1	-2
COc1ccc(CC2C(=O)N(C)C(=O)N(C)C2=O)c(OC)c1	-1	-6	-3	-2.2	14	4	5	-2.6	-2
CC(C)OC(=O)c1c(N)n(CC2CCCO2)c2nc3ccccc3nc12 (stereo not given)	-15	0	1	-2.8	-1	8	42	-2.7	-7
COc1cc(C(=O)OC2C[C@H]3CC[C@@H](C2)N3)ccc1O (stereo not given in full)	-2	-3	-1	-1.0	-3	-13	38	-0.5	-6
O=c1c2ccccc2nc(-c2ccoc2)n1-c1ccccc1	-2	2	-2	-1.6	-13	2	4	-2.8	2
CCCCOC(=O)COc1cc(C)cc2oc(=O)c3c(c12)CCC3	-4	-3	0	-3.2	7	11	19	1.4	-6
O=C(O)C1C2CCC(O2)C1C(=O)NC1CCCCC1 (stereo not given)	-1	3	7	0.7	-3	3	3	0.5	-8
O=C(c1cc(-c2ccccc2)nc2ccccc12)N1CCC2(CC1)OCCO2	-20	0	3	-1.3	2	-4	-32	-1.8	3
CCOP(=O)(CN(CC)CCNP(=O)(OCC)OCC)OCC	-12	-1	2	-3.7	1	4	-19	-1.9	-1
OCC[N+]12CCC(CC1)C(C(O)(c1ccccc1)c1ccccc1)C2 (stereo not given)	4	-1	0	-3.4	-5	-12	20	-2.2	0
CCCCCn1c(=O)c(C(=O)Nc2c(C)n(C)n(-c3ccccc3)c2=O)c(O)c2ccccc21	-2	1	4	-1.4	3	-3	6	-5.2	1

Some of the entries so far, with values under each structure.
Under each structure – DNA FID counter	IDE inh	IDE act	IMP-1 inhibitor	p-CIP stab down	HCV NS3 hel inh	SUMO HTRF inh	VIM-2 inhibitor	M18AAP inhibitor
C(#CCN1CCOCC1)COC/C=C/c1ccccc1
→ -2	3	5	-1.6	-2	-3	-15	-1.6	31*
CCCCOC(=O)COc1cc(C)cc2oc(=O)c3c(c12)CCC3
→ -4	-3	0	-3.2	7	11	19	1.4	-6
O=C1NC(=O)N(Cc2ccco2)C(=O)/C1=C\c1cccn1CCOc1ccccc1
→ -19	3	-2	-3.5	-3	31	24	-2.8	14

(continued)
SMILES	DNA FID counter	IDE inh	IDE act	IMP-1 inhibitor	p-CIP stab down	HCV NS3 hel inh	SUMO HTRF inh	VIM-2 inhibitor	M18AAP inhibitor
CN1CCC(N(C)c2ccc(C(N)=O)cc2[N+](=O)[O-])CC1	1	1	2	-2.0	4	-5	5	-2.7	1
CC(C)=CCOc1c2occc2cc2ccc(=O)oc12	-11	-2	0	-3.2	-7	4	21	-1.1	-5
CCOC(=O)c1nc2ccccc2c(=O)n1-c1ccc(C)cc1C	-25	4	1	1.2	-11	0	-11	-0.2	-3
CN1CCN(c2ncnc3ccc(Br)cc23)CC1	2	-2	3	-2.4	-11	-1	16	0.2	-10
CCCSc1nc(O)c(CC)c(=O)n1C(C)CC (stereo not given)	-1	-3	7	-3.4	-1	-4	-1	-0.3	0
CCOc1ccc(-n2c(O)c(N=Nc3c(C)n(C)n(-c4ccccc4)c3=O)c(=O)[nH]c2=O)cc1	-27	4	.	-3.8	-3	-3	-4	-2.5	-4
CNP(=S)(NC)OCCOc1ccc(OC)cc1	-4	3	-1	-0.9	-11	-3	17	0.2	-8
COc1ccc(Cl)cc1NC1=NCC(C)S1 (stereo not given)	0	-2	7	-3.6	7	-9	-32	-2.5	-3
Cc1ccc(C(=O)Nc2ccc(Cl)cc2C(=O)c2ccccc2)cc1	-4	-1	0	-4.0	.	2	.	-8.2	2
O=P1(Nc2cccnc2)COc2ccccc2OC1	0	0	-3	-3.5	-3	7	15	-3.5	2
O=C(NCc1cccnc1)C(Cl)(Cl)Cl	-2	4	4	0.8	2	5	1	1.3	-9
COc1ccc(CCn2c(O)c(C=Nc3ccccc3F)c(=O)[nH]c2=O)cc1OC	-29	-2	4	2.3	-22	-2	12	2.0	0
N#CC1(c2ccccc2)CCN(C2CC(=O)N(c3ccc4c(c3)OCO4)C2=O)CC1 (stereo not given)	-1	-1	3	-2.8	-8	-1	6	-1.5	3
O=C(Nc1ccc2ccccc2c1)N1C[C@H]2C[C@@H](C1)c1cccc(=O)n1C2	-2	1	2	0.4	-6	-3	21	1.4	-8
CCOc1ccc2[nH]c(=O)c(CN(CCO)C3(c4nnnn4C4CCCCC4)CCCCC3)cc2c1	-3	-1	0	-0.8	-10	-4	31	-2.4	6
CN(C)c1ccc(/C=C2\C(=O)NC(=O)N(CCc3ccc(F)cc3)C2=O)cc1	-9	1	-2	-1.5	-6	11	16	0.1	-6
CC(=O)N1CN2CN(C(C)=O)CC(C(=O)c3ccc([N+](=O)[O-])cc3)(C2)C1	2	3	9	-2.2	-9	6	14	-3.0	0
O=C1/C(=C\c2ccc(Cl)cc2Cl)N2CCC1CC2	-5	3	.	-2.9	0	-20	0	-2.8	-1
N=C1c2ccccc2CN1NC(=O)c1ccc(Br)o1	0	1	8	-1.9	-2	-4	1	1.0	1
Cc1c(N=Cc2c(O)n(CCc3ccc(F)cc3)c(=O)[nH]c2=O)c(=O)n(-c2ccccc2)n1C	-3	-2	4	-4.1	-2	-1	0	-3.5	-3
O=C(O)c1cccc(N=Nc2c(O)[nH]c(=O)[nH]c2=O)c1	-1	10	6	-3.4	-7	36	3	-3.4	9
CN1CCN(c2ccc(C=O)cc2)CC1	2	6	4	-0.7	-14	-2	4	-0.4	14
COc1ccc(-n2nc(C(=O)NCC(=O)N3CCC4(CC3)OCCO4)c3ccccc3c2=O)cc1OC	-33	5	4	-0.3	5	-9	1	-2.0	-7
CN1C(=O)C(Cc2cccc3ccccc23)C(=O)N(C)C1=O	-3	-3	2	-2.5	-5	3	-15	-1.1	0
COc1ccc(Cn2c(O)c(/C=N/NC(=O)c3ccccc3)c(=O)[nH]c2=O)cc1	-29	0	2	-1.3	-21	17	-65	-0.9	0

Further entries
SMILES	DNA FID counter	IDE inh	IDE act	IMP-1 inhibitor	p-CIP stab down	HCV NS3 hel inh	SUMO HTRF inh	VIM-2 inhibitor	M18AAP inhibitor
CCOP(=O)(OCC)C(C)(C)NC(=O)C(Cl)(Cl)Cl	-5	0	-1	-2.3	1	4	-19	0.1	-2
CC(CN(C)C1CCN(C)CC1)c1ccccc1 (stereo not given)	2	.	-4	-1.9	5	3	-15	-1.5	-9
CCOC(=O)C1(CCOc2ccccc2)CCN(C2Cc3ccccc3C2)CC1	0	-9	6	-2.6	-3	-18	0	-3.4	4
COc1ccc(C=C2C(=O)N(C)C(=O)N(C)C2=O)cc1COc1ccc(NC(C)=O)cc1	-11	-3	6	-1.5	-8	1	13	-0.8	4
O=P(Oc1ccccc1)(Oc1ccccc1)c1ccccc1	-37	-3	-2	-0.1	-1	4	9	0.5	18
CCCCn1c(=O)c(C(=O)NCCc2ccccc2)c(O)c2ccccc21	-7	-3	5	-1.8	-1	-11	-4	-1.5	-3
CCOC(=O)C1=C(NC(=S)NC(=O)c2ccccc2)c2ccccc2CC12CCCC2	-3	.	3	0.6	1	3	9	0.1	-11
CC1=CC(=C2C(=O)NC(=S)NC2=O)C=C(C(F)(F)F)N1CCc1ccccc1	-4	-4	.	-3.7	-6	-2	12	-1.9	0
Cc1cccc(NC2=NCCCS2)c1C	3	2	3	-1.1	-8	-3	9	-3.4	-2
COC(=O)C(O)(c1ccc(NC(=O)c2cccs2)c(C)c1)C(F)(F)F (stereo not given)	-3	1	0	-4.7	1	-12	-9	-3.5	3
O=C(c1cc2ccccn2n1)N1CCC2(CC1)OCCO2	-1	8	4	-2.7	-4	-3	30	-3.9	4
Cc1[nH]c2ccccc2c1CCNCc1cccnc1	11	4	6	-1.5	4	5	.	-4.2	-5
Fc1ccccc1CN1CCN(c2ccc(Cl)cc2)CC1	-6	0	-4	-3.7	-7	-14	-7	-3.3	6
CCc1cc(=O)oc2c(C)c(OCC(=O)N3C[C@H]4C[C@@H](C3)c3cccc(=O)n3C4)ccc12	-18	0	-1	-4.6	6	2	4	-2.9	-1
CC(C(N)=O)N1CC(c2ccccc2)CC1=O (stereo not given)	-5	-1	-2	-4.5	0	13	-3	-2.6	6
CN1CC(C(=O)c2ccccc2)C(c2ccccc2)C1 (stereo not given)	6	-1	5	0.2	-10	-15	1	-1.7	-12
O=C1/C(=C/c2ccccc2Cl)N2CCC1CC2	-2	0	4	-2.3	-15	-1	24	-2.3	-17
O=c1c2ccccc2nc(CSc2ncnc3nc[nH]c23)n1-c1ccccc1	0	-1	1	-5.2	-6	5	6	1.5	4
C#CC[N+]1(C)C2CCC1CC(O)C2 (stereo not given)	-1	-1	4	-3.6	-2	6	-2	-2.4	5
O=C(c1ccc2c(c1)ncn2-c1ccc(F)cc1F)N1CCC2(CC1)OCCO2	-27	-5	2	-2.7	9	30	-9	-4.7	-1
O=C1NC(=O)N(Cc2ccccc2)C(=O)/C1=C/N1CCCc2ccccc21	-4	10	-6	1.8	-7	17	1	1.8	6
O=C(Cc1ccccc1)OCCN1CCOCC1	3	-1	1	-3.2	-2	9	7	-0.3	3

Screening results from PubChem.
